High-throughput results (PubChem BioAssay)
A549 viability: counter-screen for Nrf2 inhibitors: cytotoxicity in A549 cells; Potency, µM (highest dose often 46 µM), inactives show top-dose activity change, negative = cytotoxicity, most hits filed as inhibitors; hit rate 0.16% among 390,000; A549 ARE-Fluc cells, CellTiter-Fluor viability, 18-24 h; AID 504648; also: potency is read from the fitted curve at half-maximal effect; % is scaled to controls: 0 for no effect and ±100 for the full control effect
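A549 ARE-Fluc cells in 5% FBS OPTI-MEM, 5000 cells/well, rested 2 h then exposed to compounds in concentration-response for 18-24 h at 37 °C. Viability by CellTiter-Fluor fluorescence (Ex 405/Em 525) after 30 min; luciferase luminescence (BugLite, 15 min, RT) read afterwards.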
Abeta yeast res: restores growth of yeast expressing A-beta42 peptide. hit rate 0.063% among 410,000. AID 1347071. yeast expressing A-beta42, growth rescue, OD600, 48 h; response scale: 0% DMSO, 100% iron-clioquinol control. Potency, µM (doses to about 46.1 µM), for the others: top-dose growth rescue, hits mostly activators; also: potency is read from the fitted curve at half-maximal effect; nearly all actives have a fitted effect of over 55% in size
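Yeast growth medium received pinned compounds, then yeast cells expressing toxic A-beta were added; plates incubated at 30 C for 48 hr. Growth read as absorbance at 600 nm, normalized to DMSO and equimolar FeCl3 plus clioquinol controls.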
CCT modulator: changes cytosolic chaperonin activity; purified chaperonin ATPase assay, HTRF ADP detection, 30 min; activity change, % (concentration not given with the values), hits read low; hit rate 0.3% among 360,000; in the data active = activity change below about -30%; also: % is scaled to controls: 0 for no effect and ±100 for the full control effect
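First, chaperonin was dispensed at 40 nM or 20 nM final depending on batch activity. Next, compounds were pinned at 76 uM and ATP added at 10 uM. After 30 min at 37 °C, ADP detection reagents ran 30 min at ambient temperature.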
TGFb SMAD3 inh: TGF-b pathway inhibition | HepG2 CAGA-GFP TGF-b/SMAD3 reporter, GFP fluorescence, 18 h; TGF-beta stimulated, 500 pg/mL final | Potency, µM (titrated, usually from 46.1 µM), without a hit: at the highest dose activity, negative = inhibition, hits mostly inhibitors | hit rate 1.2% among 410,000 | AID 588855; also: potency is read from the fitted curve at half-maximal effect; % is scaled to controls: 0 for no effect and ±100 for the full control effect; nearly all actives have a fitted effect of over 65% in size
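Inhibition of TGF-beta-driven CAGA-GFP reporter expression in HEPG2 cells is measured by cellular GFP fluorescence after 18 h stimulation with 500 pg/mL recombinant TGF-beta in 1% FBS medium at 37 degrees C.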
Nrf2 inh: blocks Nrf2 signaling; A549 ARE-Fluc reporter, luciferase luminescence, 18-24 h; AID 504444; hit rate 2.1% among 360,000; Potency, µM (titrated, usually from 46 µM), inactives show at the top dose activity change, negative = inhibition, actives largely listed as inhibitors; also: potency is read from the fitted curve at half-maximal effect; % is scaled to controls: 0 for no effect and ±100 for the full control effect; nearly all actives have a fitted effect of over 60% in size
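A549 ARE_Fluc cells (5000/well, 5% FBS OPTI-MEM) pre-incubated 2 h, then treated with compounds 18-24 h at 37C/5% CO2 in concentration-response. CellTiter-Fluor viability read first; BugLite luciferase luminescence after 15 min at room temperature gives Nrf2 activity.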
HepG2 tox: kills HepG2 cells in TGF-b inhibitor counter-screen; hit rate 0.76% among 410,000; HepG2 CAGA-GFP viability, ATP luminescence, 18 h; AID 588856; Potency, µM (titrated, usually from 46.1 µM), for inactives: at the highest dose activity change, negative = cytotoxicity, usual class: cytotoxic; also: potency is read from the fitted curve at half-maximal effect; some results filed as inactive show a strong effect at the top dose
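HepG2 CAGA-GFP cells (1000/well, DMEM with 1% FBS) received compound, then TGF-beta at 500 pg/mL final, and were incubated 18 hours at 37 degrees C. Viability was read by CellTiter-Glo luminescence. Media-only wells were set as complete cell-killing and DMSO as no toxicity.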
Nrf2 activator: activates Nrf2 signaling. AREc32 ARE-luciferase reporter (MCF7-derived line), luminescence, 24 h. Potency, µM (series often up to 46.1 µM), inactives show at the top dose activation, actives largely listed as activators. hit rate 0.31% among 410,000; also: potency is read from the fitted curve at half-maximal effect; % of control where 0% means no effect; nearly all actives have a fitted effect of over 65% in size
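Luminescent ARE reporter assay in AREc32_Fluc cells: overnight plating at 37 deg C, 24 hr compound incubation, Steady-Glo added, 30 min RT before reading.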
MmCpn inh: inhibitors of Methanococcus maripaludis chaperonin (MmCpn); purified Mm-Cpn ATPase, ADP Transcreener TR-FRET; Potency, µM (titrated, usually from 76.9 µM), for the others: at the top dose activity, negative = inhibition, hits mostly inhibitors; hit rate 0.031% among 330,000; AID 504842; also: potency is read from the fitted curve at half-maximal effect; % is scaled to controls: 0 for no effect and ±100 for the full control effect; nearly all actives have a fitted effect of over 80% in size
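Measured: ADP formation by purified Mm-CPN. Conditions: 25 nM protein, 10 uM ATP, Tris pH 7.4 with Mg2+, K+ and DTT, 37°C for 30 min. Detection: Transcreener HTRF after 30 min at room temperature.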
Akt phos inh: blocks phosphorylation of Akt; hit rate 0.32% among 360,000; AID 651550; Neuro2A IGF-stimulated pAkt S473 HTRF, 20 min; active compounds read low; activity change, % for hits at 50 µM; in the data active = activity change below about -80%; inconclusive = mostly about -51% to -80%; also: % is scaled to controls: 0 for no effect and ±100 for the full control effect
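Single-point screen (50 µM final compound) in Neuro2A cells stimulated 20 min with 6 nM IGF at 37 deg C. After lysis, Ser473-phosphorylated Akt read by HTRF (ex 330 nm, em 615/665 nm) as the 665/615 ratio.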
Starred values were filed as active, the others as inactive; i = inactive; ? = inconclusive; . = not tested or not shown; & = joins results of further samples; [ ] = dose if it differs, or a comment. Unless noted, calls follow the shape of the dose curve; as a rule, active = well fitted curve in the direction sought with a large enough effect; inconclusive = small, poorly fitted or top-dose-only effect, or another doubt; inactive = no such curve, though single readings can be large; an effect the other way counts as inactive or inconclusive.

Results follow in this order: A549 viability | Abeta yeast res | CCT modulator | TGFb SMAD3 inh | Nrf2 inh | HepG2 tox | Nrf2 activator | MmCpn inh | Akt phos inh
O=c1c2c(-c3ccccc3)ccnc2[nH]n1-c1ccccc1
→ 2.7%&-0.5% | 21.6%&1.3% | 0.0 | 4.1%&2.6% | -2.9% | 4.7%&-4.5% | 1.6%&-1.0% | -1.4% | i
Cc1ccc(S(=O)(=O)Nc2ccccc2F)cc1C(=O)NNC(=O)c1ccccc1O
→ 0.8% | -15.3% | 0.3 | -3.8% | 17.8% | -0.4% | -0.4% | -5.2% | i
O=C(NC(c1ccc2c(c1)OCO2)c1ccccn1)C1CCN(CCOc2ccc(Cl)cc2Cl)CC1 (stereo not given)
→ . | -14.5% | -0.8 | ? | . | -97.6% | 6.0% | . | i
O=c1[nH]c(=S)[nH]c2sccc12
→ 5.4% | -7.5% | -3.3 | 5.6% | 11.6% | -13.7% | 0.0% | -6.0% | i
Cc1cccc(N2N=C(C(=O)Nc3ccc(Cl)c(S(=O)(=O)N4CCOCC4)c3)CCC2=O)c1
→ -1.2% | 4.8% | 1.5 | -12.1% | ? | -19.3% | -0.4% | -0.9% | i
CCN(C(=O)Cn1c(=O)n(Cc2ccccc2)c(=O)c2c1c1cc(OC)ccc1n2C)c1ccccc1
→ -10.6% | -9.7% | . | 2.1% | 27.9% | -7.3% | -0.2% | . | .
CC(=O)N1CCN(c2csc3ccc(Br)cc3c2=O)CC1
→ -2.8% | -39.6%[inhibitor] | . | ? | . | 1.3% | -0.5% | . | .
COCCNC(=O)c1c(N)n(-c2cccc(C)c2)c2nc3ccccc3nc12
→ ? | 19.7% | -0.2 | -9.7% | ? | -0.6% | 4.7% | -3.6% | i
C[C@H](CO)N1C[C@H](C)[C@@H](CN(C)Cc2ccccc2)Oc2ccc(NC(=O)Cn3cnnn3)cc2C1=O
→ 1.5% | 3.7% | -0.6 | 3.8% | 9.5% | 6.0% | -1.0% | 1.3% | i
Cc1[nH]nc2c1C(c1ccsc1)C(C#N)=C(N)O2 (stereo not given)
→ -2.2% | 2.8% | 0.5 | -39.4% | 4.2% | -22.1% | 3.2% | 3.0% | i
COc1cccc(OCc2cc(C(=O)N(C)Cc3nc(C)cs3)no2)c1
→ -13.9% | -15.6% | 1.0 | 12.5% | ? | 8.1% | 3.0% | -1.3% | i
O=C(CCCC1=NS(=O)(=O)c2ccccc2N1)N1CCN(c2ccc(Cl)cc2)CC1
→ 4.5% | -11.3% | -1.2 | ? | ? | -56.6% | 2.4% | -0.5% | i
COc1ccc(NC(=O)Cn2c(=O)n(-c3ccccc3)c(=O)c3c4c(sc32)CCCC4)c(OC)c1
→ -3.8% | -0.7% | . | 0.0% | -10.3% | 9.1% | -0.4% | . | .
C[C@H](CO)N1C[C@H](C)[C@@H](CN(C)C(=O)NC2CCCCC2)Oc2ccc(NC(=O)Nc3ccccc3)cc2C1=O
→ -4.3% | 0.0% | -0.6 | 2.6% | -3.5% | 0.5% | -0.5% | 0.9% | i
CCOc1ccc(N(C)S(=O)(=O)c2csc(C(N)=O)c2)cc1
→ -1.8% | 6.3% | -1.1 | 0.0% | -23.7% | -0.2% | 0.0% | -2.2% | i
COc1ccc(CCN2C(=O)C(C)=C(C)C2=O)cc1OC
→ 1.6% | -10.7% | -0.2 | 1.5% | 6.4% | -1.0% | 1.0% | -0.5% | i
COc1ccc(NC(C)=O)cc1NC(=O)C1CCCN1C(=O)c1cccs1 (stereo not given)
→ -3.4% | -1.9% | -1.3 | 16.4% | 0.3% | -0.2% | 0.3% | -1.1% | i
Cc1cc(C(=O)OCC(=O)N2CCOCC2)c(C)n1-c1ccccc1
→ 0.4% | 5.7% | 1.8 | -6.0% | 29.6% | -14.9% | 0.5% | 2.3% | i
O=C1CCSc2ccc(Cl)cc2N1Cc1ccc(Cl)cc1
→ 13.1% | -35.7%[inhibitor] | 1.8 | ? | . | -6.1% | 3.5% | -5.8% | i
Nc1ccc(C(=O)Nc2ccc3cc(S(=O)(=O)O)ccc3c2)cc1
→ -6.8% | -3.6% | -2.4 | -6.0% | ? | 1.9% | 0.1% | . | i

The list continues.
Results follow in this order: A549 viability | Abeta yeast res | CCT modulator | TGFb SMAD3 inh | Nrf2 inh | HepG2 tox | Nrf2 activator | MmCpn inh | Akt phos inh
CCCCNC(=O)C1CCC(CNS(=O)(=O)c2ccc(NC(C)=O)cc2)CC1 (stereo not given)
→ 1.4%&-6.5% | 0.8%&-12.6% | -3.2 | 2.3%&-10.2% | 8.6% | -2.5%&-34.0% | 0.6%&1.3% | 0.1% | i
O=C(Cn1ncc2c1-c1ccccc1OC2)N1CCN(Cc2ccc3c(c2)OCO3)CC1
→ 4.5% | 6.9% | -3.4 | -5.9% | -16.0% | -20.1% | 0.6% | 2.6% | i
NNC(=O)C(Cc1cnc[nH]1)NC(=O)OCc1ccccc1 (stereo not given)
→ -5.9% | -16.9% | 1.2 | -0.9% | 1.0% | 4.6% | -0.9% | 0.4% | i
CC(=O)Nc1cccc(NCC(=O)Nc2cc(S(=O)(=O)N3CCCCC3)ccc2Cl)c1
→ -3.8% | 3.7% | 1.1 | ? | ? | 0.2% | 0.4% | 0.1% | i
COC(=O)c1cccc(NC(=O)CSc2nc(=O)cc(N)n2-c2ccccc2)c1
→ 0.8% | -7.4% | -0.8 | -5.3% | 10.0% | 12.3% | 1.4% | 2.8% | i
CSc1nsc(SCC(=O)Nc2cccc(C(=O)O)c2)n1
→ -18.8% | -7.1% | -0.7 | 15.4% | -12.5% | 19.4% | 0.7% | -1.2% | i
COc1ccc(/C=C/c2ccncc2)cc1
→ -4.9% | 1.6% | -51.7* | 0.3% | ? | -49.1% | 3.2% | -0.5% | i
O=C(NCc1ccccc1Cl)c1ccc2c(c1)ncn2-c1cccc(F)c1
→ 2.8% | -11.0% | . | -26.0% | . | -13.2% | 3.9% | . | .
O=C(OCC(=O)N1CCCC1)c1ccc(Cl)nc1
→ 3.0% | -1.7% | 2.1 | 2.5% | 10.3% | 1.8% | -0.2% | 2.4% | i
O=C(N/N=C/c1ccc([N+](=O)[O-])cc1)c1[nH]ncc1Br
→ 0.6% | -16.8% | 0.2 | 0.0% | ? | -1.8% | 3.0% | 2.2% | i
COC(=O)c1cc(NC(=O)c2cccc(C(F)(F)F)c2)c(=O)oc1C/C=N/OCc1cccc(Cl)c1Cl
→ -0.7% | 14.0% | -0.8 | 7.4% | -10.2% | -27.3% | 12.6µM* | 1.4% | i
COc1ccccc1NS(=O)(=O)c1cc(N)ccc1N1CCOCC1
→ 3.1% | -8.6% | -2.0 | -10.8% | -0.3% | -1.5% | -0.1% | 0.1% | i
O=Cc1ccccc1OCc1ccc2c(c1)OCO2
→ 0.2% | -17.4% | -1.3 | -11.3% | ? | -45.8% | 7.2% | 1.3% | i
COc1c2c(cc(O)c1C(C)=O)OC(C)(C)C=C2
→ 28.9% | -1.2% | -12.4 | -6.5% | -2.5% | 6.0% | 5.5% | . | i
COC(=O)c1cnc(Oc2ccc(NC(=O)NC(=O)c3ccccc3Cl)cc2)cc1C(F)(F)F
→ -11.4% | 3.4% | -0.8 | -20.2% | -11.1% | 7.1% | -0.6% | 0.6% | i
CSc1ccc(S(=O)(=O)Nc2ccc3c(c2)NC(=O)CC3)cc1
→ -17.8% | 2.8% | -3.5 | ? | ? | -4.1% | 3.2% | 0.9% | i
Cc1ccc(S(=O)(=O)Nc2cc(C(=O)Nc3cc(C)cc(C)c3)ccc2Cl)cc1
→ -3.5% | 7.8% | -3.2 | ? | . | -15.6% | -0.3% | . | i
CC(NC(=O)CSc1nnc(COc2ccccc2)o1)c1ccccc1 (stereo not given)
→ -2.0% | ? | -1.2 | -12.0% | -8.0% | -4.1% | -0.2% | 3.1% | i
CCOc1ccccc1NC(=O)N1CCC(c2nc3ccc(C)cc3[nH]2)CC1
→ -5.6% | 10.1% | -0.8 | ? | -16.4% | -30.6% | -0.5% | 1.0% | i
CCCN1CCN(C(c2cc3cc(OCC)ccc3[nH]c2=O)c2nnnn2C2CCCCC2)CC1 (stereo not given)
→ 12.1% | 1.9% | 2.0 | -5.5% | 0.3% | -28.3% | -0.1% | 1.7% | i
Cc1ccc(-c2cc(C(=O)NCC(c3ccccc3)N(C)C)c3ccccc3n2)o1 (stereo not given)
→ 1.0% | -10.6% | -2.5 | -6.0% | ? | -18.5% | 6.6% | -4.0% | i
COc1ccc(C2C(C#N)=C(N)Oc3cc(O)ccc32)cc1C (stereo not given)
→ 1.9% | -0.8% | -0.7 | 0.1% | 5.0% | -20.9% | 0.5% | -2.7% | i

Ordered by length of the SMILES (smallest number first): 3 of the compounds above
Results follow in this order: A549 viability | Abeta yeast res | CCT modulator | TGFb SMAD3 inh | Nrf2 inh | HepG2 tox | Nrf2 activator | MmCpn inh | Akt phos inh
COc1ccccc1NS(=O)(=O)c1cc(N)ccc1N1CCOCC1
→ 3.1% | -8.6% | -2.0 | -10.8% | -0.3% | -1.5% | -0.1% | 0.1% | i
CSc1ccc(S(=O)(=O)Nc2ccc3c(c2)NC(=O)CC3)cc1
→ -17.8% | 2.8% | -3.5 | ? | ? | -4.1% | 3.2% | 0.9% | i
COC(=O)c1cccc(NC(=O)CSc2nc(=O)cc(N)n2-c2ccccc2)c1
→ 0.8% | -7.4% | -0.8 | -5.3% | 10.0% | 12.3% | 1.4% | 2.8% | i

Rows are unselected. About 4.3% of those tested had a hit in this group.
